bCat nuc transl = modulators of beta-catenin nuclear translocation. HeLa beta-catenin nuclear translocation, immunofluorescence imaging. nuclear translocation activity, % at 5 µM. 190,000 tested, 0.3% active. AID 1665;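 active = nuclear translocation activity above 50% at 5 µM, with a well cell count of 50 or more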;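 also: per-cell ratio of nuclear to cytoplasmic median beta-catenin stain intensity; plate controls were DMSO negative control for no effect and GSK-3 inhibitor IX positive control for full effect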
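Test system: human HeLa cells, endogenous beta-catenin. Times: 24 h compound exposure, 37°C. Measured by: beta-catenin immunofluorescence imaging with DAPI.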
MT stabilize HCS = microtubule stabilizers in HeLa cells. 200,000 tested, 0.83% active. % tubulin-high responders, % at 10 µM. HeLa tubulin immunostaining HCS, 24 h; share of cells brighter than vehicle mean+2SD. AID 2205;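 active = plate Z-score above 3 for both tubulin-high and condensed-nucleus cell shares, with cell loss under 80%, at 10 µM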;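 also: anti alpha tubulin signal scored within the nucleus-defined area of each cell; some results filed as inactive read as strong as hits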
human PMI inhibition = MPI enzyme activity inhibition – biochemical, fluorescence intensity, coupled assay, primary screen (AID 1209); purified PMI enzyme, coupled fluorescence intensity; higher % means a stronger effect; inhibition, % at 20 µM, or IC50 in µM where a hit was titrated; 190,000 tested, 0.42% active;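 also: plate controls were DMSO vehicle for no effect and wells lacking substrate for full effect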
Autophagy mod = modulators of autophagy; MEF GFP-LC3 puncta imaging; test concentration mostly 10 µM; calls only at 10 µM (by protocol); 190,000 tested, 0.98% active; AID 463193;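 active = percentage of spot-positive cells more than 3 SD above its plate mean, without a fluorescence outlier flag or 80% toxicity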;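 also: spot-positive cell cutoff set from DMSO-treated cells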
Yfh1-depleted yeast = mitochondrial function rescue without frataxin homolog – Friedreich's ataxia, plus single-dose screen, dose response (AID 1465) | S. cerevisiae Yfh1-off respiration, WST-1 reduction, 72 h; higher fold induction means a stronger effect | fold induction at 50 µM, or EC50 in µM where a hit was titrated | 220,000 tested, 0.074% active;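 active = fold induction of absorbance versus untreated yeast above a set limit, then at least 30% activation at any dose in follow-up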;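 also: activators that raise dye reduction in frataxin-depleted yeast; strong numbers were not always called active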
Dynein cargo inh = blocks dynein driven cargo transport along microtubules; 220,000 tested, 0.47% active; 3617.4 mouse cells, GR-EGFP nuclear translocation imaging; test concentration mostly 20 µM; stimulated with dexamethasone, 1 µM; active compounds read low; AID 1381; z-score, hits read low;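 active = plate z-score of nuclear minus cytoplasmic receptor signal below a set negative limit, without overly bright fluorescence or cell loss, cut at about -3.5 in these data, passing the limit was not always enough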;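 also: z-score of nuclear minus cytoplasmic ring GR-EGFP intensity difference per well; some compounds called inactive have numbers as strong as hits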
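Also added: dexamethasone, 1.0 µM final. Medium: tet-free, stripped-serum medium. Detection: fixed, Hoechst-stained cells imaged at 10x for EGFP. Read-out: nuclear-to-cytoplasmic GR-EGFP distribution per well. Times: induction 48 h, compound 1 h, agonist 30 min.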
WT yeast gro inh = growth inhibition of WT yeast, mitochondrial fusion screen; mitochondrial fusion phenotypic screen, WT strain; 190,000 tested, 2.1% active; inhibition, % at 10 µM; in the data active = inhibition above about 58%; tested in S. cerevisiae
Ins promoter up = MIN6 insulin promoter up-regulation | MIN6 insulin promoter-GFP reporter, high-content imaging; active compounds read high | z-score at 5 µM | 190,000 tested, 0.3% active;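 active = z-score above 3 at 5 µM with at least 500 cells counted in the well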
human PMI inhibitors = human PMI inhibitors, high substrate, primary screen, biochemical, fluorescence intensity, high mannose 6-phosphate (AID 1220). recombinant PMI enzyme, coupled fluorescence intensity; higher % means a stronger effect. one-dose inhibition, % at 20 µM; IC50 in µM for titrated hits. 190,000 tested, 0.66% active
WT yeast gro inh mutant strain = recorded beside WT yeast gro inh, whose call it bears; inhibition, %; mitochondrial fusion phenotypic screen, mutant strain inhibition
Dynein cargo inh cytoplasmic EGFP = further read-out of Dynein cargo inh, marked with its call; z-score; measured here: cytoplasmic GR-EGFP intensity; active compounds read high
Dynein cargo inh nuclear GR-EGFP = recorded beside Dynein cargo inh, whose call it bears; z-score; measured here: nuclear GR-EGFP intensity;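 lower value marks the stronger effect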
Dynein cargo inh cell count = recorded beside Dynein cargo inh, whose call it bears; z-score; measured here: cell count per field
Ins promoter up cell count = second read-out of Ins promoter up, no call of its own (marks repeat the call); cell count; measured here: cytotoxicity, nuclei count;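 total cells summed across four imaged fields per well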
bCat nuc transl cell count 5 µM = recorded beside bCat nuc transl, whose call it bears; cell count; measured here: cell count, cytotoxicity flag
MT stabilize HCS Hoechst-high % = further read-out of MT stabilize HCS, marked with its call; % Hoechst-high responders; measured here: nuclear condensation Hoechst responders;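 share of cells brighter than vehicle mean plus two SD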
MT stabilize HCS cytotoxicity % = also measured in MT stabilize HCS; calls as there; toxicity, %; measured here: cytotoxicity by cell density;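 0% = mean cell density of plate MIN control wells and 100% = no cells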
Autophagy mod cell loss 18 h = further read-out of Autophagy mod, marked with its call; toxicity, %; measured here: cell loss, nuclei count;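 cell loss after 18 h compound exposure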
An asterisk follows results filed as active; i = inactive; / = no result given. Rule as the data show it, unless noted: active = inhibition above about 50%; inactive = the rest. The order is random, and some 5% of all compounds hit somewhere here.

SMILES | bCat nuc transl | bCat nuc transl cell count 5 µM | MT stabilize HCS | MT stabilize HCS Hoechst-high % | MT stabilize HCS cytotoxicity % | human PMI inhibition | Autophagy mod | Autophagy mod cell loss 18 h | Yfh1-depleted yeast | Dynein cargo inh | Dynein cargo inh cytoplasmic EGFP | Dynein cargo inh nuclear GR-EGFP | Dynein cargo inh cell count | WT yeast gro inh | WT yeast gro inh mutant strain | Ins promoter up | Ins promoter up cell count | human PMI inhibitors
CC(C)(C)OC(=O)N1CCC(c2c(C(=O)O)cnn2-c2ccc(Cl)cc2)CC1 | -0.6 | 743 | 2.7 | 3.5 | 17 | 23% | i | -28 | i | 0.53 | -0.18 | 0.82 | -0.56 | 11 | 18 | 0.81 | 1280 | 11%
CN(C)CCCN(C(=O)C1COc2ccccc2O1)c1nc2ccc(F)cc2s1 (stereo unspecified) | 0.2 | 1103 | 2.5 | 3.5 | 7.9 | -35% | i | 1 | i | -0.69 | -0.34 | -0.57 | 0.85 | -1 | 22 | -0.57 | 1176 | -32%
CN(c1ccccc1)S(=O)(=O)c1ccc(NC(=S)NC(=O)C2CC2)cc1 | 0.4 | 988 | 2.6 | 3.6 | 7.5 | 19% | i | 3 | i | -0.53 | -0.26 | -0.72 | 0.43 | 68* | 53* | -0.26 | 1328 | 14%
CC(C)(C)OC(=O)N/N=C/c1cc(N=Nc2ccccc2)ccc1O | 0.2 | 1147 | 3.9 | 2.3 | 2.2 | -1% | i | -13 | i | -0.45 | -0.21 | -0.39 | 0.13 | 14 | 3 | -0.16 | 1529 | -10%
CNC(=O)c1sc(-c2ccc(Cl)cc2)nc1C | 0.0 | 1229 | 2.0 | 1.3 | 10 | 4% | i | 4 | i | 0.28 | -0.32 | -0.11 | 0.4 | 1 | 15 | -0.25 | 1262 | -1%
Cc1[nH]c2ccccc2c1C(=O)CSc1nc2ccccc2c(=O)n1-c1ccccc1F | -0.3 | 1522 | 8.1 | 3.7 | 0.1 | 16% | i | 15 | i | 0.94 | -0.16 | 0.81 | -1.1 | -3 | 7 | -1.7 | 1215 | 18%
C#CCOC(=O)C[N+](C)(C)C/C=C/c1ccccc1 | -1.9 | 952 | 3.2 | 0.9 | 3.8 | 10% | i | 22 | i | 0.48 | -0.37 | 0.6 | -0.023 | 8 | -3 | -0.51 | 1521 | 3%
C=C(C)C(=O)Nc1cccc(C2=NOC3(C2)C[C@H](C(N)=O)N(C(=O)/C=C/C)C3)c1 (stereo partly specified) | -1.4 | 1082 | / | / | / | / | / | / | i | -0.65 | 0.57 | -0.14 | 0.5 | / | / | 1.4 | 817 | /
CCOC(=O)c1c(NC(=O)COc2cccc3c2CCN(C)C3=O)sc2c1CCC2 | / | / | 1.2 | 2.4 | 10 | 6% | i | -13 | i | -0.0056 | -0.18 | 0.69 | -1.9 | -39 | -56 | 0.11 | 1140 | -3%
O=C(c1nc2nc(-c3cccs3)cc(C(F)(F)F)n2n1)N1CCN(Cc2ccccc2)CC1 | 1.8 | 438 | 4.3 | 2.2 | 6.7 | -7% | i | -10 | i | -0.031 | -0.14 | -0.012 | -2.2 | -3 | -6 | / | / | 2%
O=C(O)CCn1cc(/C=C2\SC(=S)NC2=O)c(-c2ccccc2)n1 | -0.5 | 1155 | 6.4 | 1.3 | 4.8 | -5% | i | -14 | i | 2.2 | -0.48 | 2.9 | -1 | 5 | 5 | -0.67 | 1266 | 2%
CC1(C(=O)OCC(=O)Nc2ccccc2Cl)CC1(Cl)Cl (stereo unspecified) | -4.5 | 1067 | 3.9 | 3.5 | 8.8 | -6% | i | 14 | i | -0.28 | -0.28 | 0.16 | 0.89 | -3 | 25 | -0.25 | 1300 | 6%

Entries from the list above containing a tert-butyl group, in the order listed:
SMILES | bCat nuc transl | bCat nuc transl cell count 5 µM | MT stabilize HCS | MT stabilize HCS Hoechst-high % | MT stabilize HCS cytotoxicity % | human PMI inhibition | Autophagy mod | Autophagy mod cell loss 18 h | Yfh1-depleted yeast | Dynein cargo inh | Dynein cargo inh cytoplasmic EGFP | Dynein cargo inh nuclear GR-EGFP | Dynein cargo inh cell count | WT yeast gro inh | WT yeast gro inh mutant strain | Ins promoter up | Ins promoter up cell count | human PMI inhibitors
CC(C)(C)OC(=O)N1CCC(c2c(C(=O)O)cnn2-c2ccc(Cl)cc2)CC1 | -0.6 | 743 | 2.7 | 3.5 | 17 | 23% | i | -28 | i | 0.53 | -0.18 | 0.82 | -0.56 | 11 | 18 | 0.81 | 1280 | 11%
CC(C)(C)OC(=O)N/N=C/c1cc(N=Nc2ccccc2)ccc1O | 0.2 | 1147 | 3.9 | 2.3 | 2.2 | -1% | i | -13 | i | -0.45 | -0.21 | -0.39 | 0.13 | 14 | 3 | -0.16 | 1529 | -10%

Single values from above:
Entry of CC(C)(C)OC(=O)N1CCC(c2c(C(=O)O)cnn2-c2ccc(Cl)cc2)CC1 in Dynein cargo inh cytoplasmic EGFP: -0.18
Entry of C#CCOC(=O)C[N+](C)(C)C/C=C/c1ccccc1 in Ins promoter up cell count: 1521

Screens (PubChem BioAssay)
